IDE act: boosts human insulin-degrading enzyme activity in HEK cells; P14735; FAbeta-B cleavage, fluorescence polarization; 0% vehicle, 100% cell-free pure enzyme wells; activation, % at 5.96 µM; actives 0.073% (n = 340,000); AID 493087;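 active = activation above the mean of all tested compounds plus 3 SD, set per screening campaign, cut at about 17% in these data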
IDE inh: cellular human IDE inhibition | P14735 | actives 0.41% (n = 320,000) | inhibition, % at 5.59 µM | HEK cells, FAbetaB cleavage, fluorescence polarization;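 active = percent inhibition above the average of all tested compounds plus 3 SD, set per screening campaign, cut at about 16% in these data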;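 also: IDE supplied by intact live HEK cells; FP after avidin binding of uncleaved biotin substrate so inhibition keeps polarization high; 0% = DMSO wells and 100% = 60 µM reference IDE inhibitor Ii1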
VIM-2 inhibitor: blocks Pseudomonas aeruginosa VIM-2 metallo-beta-lactamase. purified VIM-2, nitrocefin hydrolysis, epi-absorbance fluorescence. inhibition, % at 5.6 µM. actives 0.89% (n = 290,000). AID 1527;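 active = inhibition above the mean of all tested compounds plus 3 SD, cutoff set per screening run, cut at about 7.5% in these data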;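 also: red hydrolysis product quenches plate fluorescence so inhibitors raise well fluorescence; 0% = enzyme with DMSO and 100% = DMSO without enzyme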
UBC9 SUMO inh: inhibitors of human SUMOylation (UBC9); AID 2006; HTRF SUMOylation assay, SAE1/SAE2 + UBC9, in vitro; inhibition, % at 35 µM; actives 0.36% (n = 290,000); in the data active = inhibition above about 50%, passing the limit was not always enough; also: strong numbers were not always called active
Target sequence (P63279 whole entry, looked up): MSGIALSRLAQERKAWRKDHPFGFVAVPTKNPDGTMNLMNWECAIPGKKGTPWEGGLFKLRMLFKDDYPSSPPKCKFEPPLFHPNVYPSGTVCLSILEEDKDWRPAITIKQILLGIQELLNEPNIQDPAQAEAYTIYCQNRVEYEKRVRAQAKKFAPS
pCIP destab: p/CIP protein destabilization. decrease of EGFP signal, % at 10 µM. F442A p/CIP-EGFP cells, EGFP fluorescence, 16 h. Q05BA5. actives 0.01% (n = 290,000);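 active = EGFP signal decrease of at least 30% at 10 µM or well 3 SD below plate mean, unless failing retest; inactive = the rest, including hits failing retest or dose response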; also: some compounds called inactive have numbers as strong as hits; many of its hits are not listed in these tables
NS3 helicase inh: inhibitors of Hepatitis C virus NS3 helicase | NS3 helicase DNA unwinding, Cy5 molecular beacon fluorescence | inhibition, % at 10.9 µM | actives 0.56% (n = 290,000);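 active = inhibition above the mean of all tested compounds plus 3 SD, set per campaign, cut at about 35% in these data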;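 also: 0% = DMSO wells and 100% = thioflavine S control wells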
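assay system = NS3 helicase fragment of HCV | buffer or medium = MOPS pH 6.5, MgCl2, DTT, Tween20, BSA | timing = 60 min unwinding reaction at 25 °C after ATP addition | signal = Cy5 beacon fluorescence read at start and 1 h | read-out basis = % inhibition of unwinding | control set = low DMSO, high thioflavine S at 110 µM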
GalR3 antagonist: blocks the human galanin receptor 3. O60755. HEK293 GalR3-CNG cAMP membrane potential fluorescence; galR3 body fused to GalR1 C-terminus. inhibition, % at 3 µM. actives 0.44% (n = 360,000). AID 651719;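 active = inhibition above the screen-wide average plus 3 SD, cut at about 13% in these data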;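 also: forskolin and galanin both at EC90 stimulate the cells; cAMP rise reported by CNG channel membrane potential dye signal; 0% = forskolin plus galanin with DMSO and 100% = forskolin alone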
Target sequence (O60755 1-299 limits assumed): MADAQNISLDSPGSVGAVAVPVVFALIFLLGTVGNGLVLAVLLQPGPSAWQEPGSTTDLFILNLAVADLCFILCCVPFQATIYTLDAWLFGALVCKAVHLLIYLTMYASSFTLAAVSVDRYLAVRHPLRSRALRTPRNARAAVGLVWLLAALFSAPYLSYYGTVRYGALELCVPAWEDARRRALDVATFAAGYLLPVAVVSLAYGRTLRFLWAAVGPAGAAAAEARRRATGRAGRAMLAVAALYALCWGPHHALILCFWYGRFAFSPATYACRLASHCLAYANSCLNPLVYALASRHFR
CRFBP-R2 block: CRF-BP/CRF-R2 complex antagonism. HEK293 CRF-R2/CRF-BP, CRF-induced calcium fluorescence. inhibition, % at 11.8 µM. actives 0.59% (n = 350,000). AID 588475;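 active = inhibition of the ligand-induced calcium signal above about 50% at the single tested concentration, limit read from the data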
IMP-1 inhibitor: blocks Pseudomonas aeruginosa IMP-1 metallo-beta-lactamase; purified IMP-1, nitrocefin hydrolysis, epi-absorbance fluorescence; inhibition, % at 5.6 µM; actives 0.45% (n = 290,000); AID 1556;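 active = inhibition above the mean plus 3 SD of all compounds in the same screening run, cut at about 4.5% in these data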;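 also: 0% = IMP-1 with DMSO and 100% = DMSO wells lacking enzyme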
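Assay system: purified recombinant IMP-1 beta-lactamase. Input: IMP-1 0.2 nM before substrate addition. Buffer or medium: Zinc- and detergent-supplemented HEPES buffer, pH 7.1. Schedule: 25 °C, 15 min preincubation, 25 min reaction. Signal: Epi-absorbance fluorescence, 480 nm excitation, 530 nm emission. Evaluation: percent inhibition from optical density relative to buffer-blank wells.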
* hit, by the source's call; . = not tested or not shown.

SMILES	IDE act	IDE inh	VIM-2 inhibitor	UBC9 SUMO inh	pCIP destab	NS3 helicase inh	GalR3 antagonist	CRFBP-R2 block	IMP-1 inhibitor
C=CC[C@@H](Cc1ccc(F)cc1)C(=O)OC[C@@H]1CCCN1C(=O)[C@H](CC=C)CC(=O)N[C@H](CO)Cc1ccccc1	12	6	.	.	.	.	-4	-1	.
Fc1ccc(NCc2nnc(SCc3nnc(-c4ccccc4)o3)n2Cc2ccccc2)cc1	2	-5	-2.1	8	-6	-8	1	-2	-0.3
Cc1cc(C)c(S(=O)(=O)c2ccccc2)c(OC(=O)c2cc(F)c(F)cc2Cl)n1	5	-3	-0.3	-16	-1	1	-5	6	-1.4
COc1ccc(S(=O)(=O)N(CC(=O)Nc2ccc(S(=O)(=O)N3CCOCC3)cc2)c2ccccc2)cc1	5	-1	0.3	1	-2	-11	1	-10	-2.4
CCCC[C@@H]1CCCO[C@@](C(=O)NCc2cc(C)n(C)n2)(C(F)(F)F)C1	3	-1	.	.	.	.	-6	-7	.
CC(C)C[C@H](NC(=O)c1cc2cc(Cl)ccc2n1C)C(=O)N1CCC[C@H]1C(=O)O	7	0	-1.0	9	2	3	-7	-5	-0.7
O=C(c1ccccc1)c1nc2ccccc2n(CCCn2c(=O)c(C(=O)c3ccccc3)nc3ccccc32)c1=O	1	-1	-2.9	18	-10	-7	-5	-1	-2.8
Cn1c(SCC(=O)NC2CC2)nnc1-c1ccccc1	3	1	-3.3	-3	2	2	-1	-2	-4.2
COc1ccc(S(=O)(=O)N[C@H](C(=O)N2CC[C@@]3(O)CCCC[C@H]3C2)c2ccccc2)cc1	3	-6	-1.2	-15	-9	1	0	-5	-1.9
CC(C)=CCOc1ccc([C@@H]2COc3c(ccc4c3C=CC(C)(C)O4)C2)c(O)c1	1	1	.	.	.	.	19*	-10	.

As entered above:
NS3 helicase inh with O=C(c1ccccc1)c1nc2ccccc2n(CCCn2c(=O)c(C(=O)c3ccccc3)nc3ccccc32)c1=O reads -7
IMP-1 inhibitor with Cn1c(SCC(=O)NC2CC2)nnc1-c1ccccc1 reads -4.2
IDE act with C=CC[C@@H](Cc1ccc(F)cc1)C(=O)OC[C@@H]1CCCN1C(=O)[C@H](CC=C)CC(=O)N[C@H](CO)Cc1ccccc1 reads 12

Following part:
SMILES	IDE act	IDE inh	VIM-2 inhibitor	UBC9 SUMO inh	pCIP destab	NS3 helicase inh	GalR3 antagonist	CRFBP-R2 block	IMP-1 inhibitor
COc1ccc(-c2c(C)nn3c(N4CCN(Cc5ccccc5)CC4)cc(C)nc23)cc1OC	6	3	0.7	-9	-6	-2	1	24	-1.3
C#CCOCCOCCOCCNc1nc(N2CCN(C(=O)Cn3cc(CCCCN)nn3)CC2)nc(N2CCN(C(=O)[C@H]([C@@H](C)CC)n3cc(CCCN=C(N)N)nn3)CC2)n1	1	0	.	.	.	.	-2	-2	.
CCC1(c2ccccc2)NC(=O)N(CC(=O)Nc2ccc3c(c2)OCO3)C1=O (stereo not given)	11	-6	-2.5	21	-6	-1	.	-22	-3.2
O=C1C(C=Nc2ccccc2)=C(O)c2ccccc21	-2	8	-2.4	-1	9	15	3	5	-2.9
CN1CCN(c2ccccc2NC(=O)c2ccc(-c3ccc(Br)cc3)o2)CC1	-2	-1	0.0	-10	9	-57	.	-8	-1.3
COc1ccccc1N1CCN(C2CC(=O)N(c3ccc(F)cc3)C2=O)CC1 (stereo not given)	-1	0	-1.7	13	-2	-2	1	-5	-1.6
O=C(c1ccc(F)cc1)N1CCC(C(=O)N2CCN(c3ncccn3)CC2)CC1	0	5	.	.	.	.	-8	-1	.
Nc1nc(-c2ccc3c(c2)OCCO3)c(CC(=O)O)s1	-4	.	1.5	18	-5	-7	-8	16	9.9*
COc1ccccc1NC(=O)COc1ccc(-c2nn(C)c(=O)c3ccccc23)cc1	3	-1	6.4	-5	8	-3	-7	-4	-0.9
COc1cc(OC)nc(Oc2cccc(C(F)(F)F)c2)n1	3	4	-3.2	0	-1	8	-9	6	-3.9

Structures above that have a CF3 group:
SMILES	IDE act	IDE inh	VIM-2 inhibitor	UBC9 SUMO inh	pCIP destab	NS3 helicase inh	GalR3 antagonist	CRFBP-R2 block	IMP-1 inhibitor
CCCC[C@@H]1CCCO[C@@](C(=O)NCc2cc(C)n(C)n2)(C(F)(F)F)C1	3	-1	.	.	.	.	-6	-7	.
COc1cc(OC)nc(Oc2cccc(C(F)(F)F)c2)n1	3	4	-3.2	0	-1	8	-9	6	-3.9

(more compounds)
SMILES	IDE act	IDE inh	VIM-2 inhibitor	UBC9 SUMO inh	pCIP destab	NS3 helicase inh	GalR3 antagonist	CRFBP-R2 block	IMP-1 inhibitor
Cc1ccc(NC(=O)CN2C(=O)C3CC=C(Cl)CC3C2=O)cc1 (stereo not given)	0	-3	-4.0	13	-11	6	-6	-3	-3.4
Cn1ncc(Cl)c1C(=O)N/N=C/c1cccc(OC2CSC2)c1	0	-3	-1.5	-9	-10	-11	7	16	-0.5
CCOC(=O)C1=C(N)OC2=C(C(=O)CCC2)C1c1ccccc1OCC (stereo not given)	0	-1	-1.5	13	-8	-4	-3	9	-2.8
CC(CC(=O)NCc1ccccc1)C1CCCO1 (stereo not given)	2	-2	-0.8	30	-12	11	-1	-8	-2.0
CSCCC(NC(=O)c1ccccc1Cl)C(=O)N1CC(C)OC(C)C1 (stereo not given)	3	-2	.	.	.	.	1	0	.
CC(=O)Nc1ccc(S(=O)(=O)Nc2ccc(NC(=O)c3ccco3)cc2)cc1	4	-4	-0.4	-9	8	-11	-4	8	-0.7
Cc1ccc(CC(=O)N(C)CC(=O)Nc2ccc(N3CCOCC3)cc2)cc1C	3	10	.	.	.	.	-3	-2	.
CCOc1nc(Nc2ccc(OC)cc2)nc(N2CCOCC2)n1	-7	5	-0.5	-1	-10	5	-1	14	-3.1
Oc1ccccc1C1=Nc2ccccc2N=C(c2cccs2)C1	-2	-1	-0.8	17	-5	-1	-7	-24	-2.1
C=CCOc1ccc(C2NC(=S)NC3=C2CCc2ccccc23)cc1 (stereo not given)	2	2	-4.0	4	-13	1	-2	-4	-3.6
COC(=O)C(Nc1ccccc1Cl)(c1cc(C)c(O)c(C)c1)C(F)(F)F (stereo not given)	2	2	-3.4	-43	6	-9	-4	0	-2.3
NNC(=O)c1cccc(Cn2cc(Br)c([N+](=O)[O-])n2)c1	0	5	-3.1	-2	1	-9	-1	19	-3.1
FC(F)(F)c1cccc(-n2cccc2/C=N/n2cnnc2)c1	1	-1	-3.2	6	-7	-2	-5	-8	-3.4
CCn1cc(C=C2C(=O)c3ccccc3C2=O)c2ccccc21	-2	.	2.3	0	0	22	-3	-246	2.0
Cc1cccc(OCC(=O)Nc2cccc(O)c2)c1	2	11	-3.3	-16	-4	5	-5	-2	-3.0
CC(C)C(=O)OCC(=O)Nc1ccc2c(c1)CCC2	-1	1	0.5	-1	3	-4	-2	-14	-4.4
COCCN1Cc2cccc(C(=O)Nc3cc(OC)ccc3OC)c2C1=O	2	-1	-2.0	11	-4	0	45*	-35	-1.3
Cc1ncc(CN2CCN(C(C)C)C(CCO)C2)s1 (stereo not given)	10	4	-1.1	12	-4	-1	-4	14	-1.0
CCN1CCN(C(=O)c2cc(S(=O)(=O)Nc3ccc(S(C)(=O)=O)cc3)ccc2Cl)CC1	2	6	-2.2	2	-2	-3	-8	10	-3.8
C/C(CCc1ccccc1)=N\NC(=O)c1ccccc1	0	8	-3.7	-17	8	17	-1	2	-2.4
CCCCn1c(N)c(N(CC(C)C)C(=O)c2ccc([N+](=O)[O-])o2)c(=O)[nH]c1=O	3	0	.	.	.	.	-1	17	.
Cc1ccnc(NS(=O)(=O)c2ccc(NC(=O)c3oc4ccc(F)cc4c3C)cc2)n1	-2	.	-1.8	15	-14	-16	2	-15	-0.9
Cc1cc(NC(=O)CSc2nc3c([nH]c4ccccc43)c(=O)n2-c2cccc(C(F)(F)F)c2)no1	0	.	-1.9	14	-6	-21	.	-11	0.3
O=S(=O)(c1cccc2nsnc12)N1CCN(C/C=C\c2ccccc2)CC1	-4	-3	-1.5	-19	-1	23	-2	-7	-2.9
O=C(Cn1c(C(F)(F)F)nc2ccccc21)NCCN1CCCC1	-5	1	-1.6	-5	-6	2	-2	-7	-3.4
O=C(CNCc1ccccc1)Nc1cccc(Cl)c1Cl	8	1	-1.8	-2	-12	-12	-12	-3	-0.8
Cc1ccc(S(=O)(=O)N(C)c2ccc(OC(=O)c3cccs3)cc2)cc1	-1	4	.	.	.	.	-4	-4	.
Cc1cc(C)c(NC(=O)CCCN2CCCC2)c(C)c1	3	-1	-1.4	2	-10	3	-5	-5	-0.9
CC(C)CC(c1nnnn1C1CCCCC1)N1CCN(c2ncccn2)CC1 (stereo not given)	5	0	-2.1	-3	-31	0	-5	-16	-3.4
O=[N+]([O-])c1ccc(N2CCCCC2)nc1N1CCCCC1	-1	7	-0.6	-13	8	-11	-1	4	-0.9

Results in IDE inh and VIM-2 inhibitor (2 entries from above):
SMILES,IDE inh,VIM-2 inhibitor
Cc1ccnc(NS(=O)(=O)c2ccc(NC(=O)c3oc4ccc(F)cc4c3C)cc2)n1,.,-1.8
Cc1cc(NC(=O)CSc2nc3c([nH]c4ccccc43)c(=O)n2-c2cccc(C(F)(F)F)c2)no1,.,-1.9

Carrying on.
SMILES	IDE act	IDE inh	VIM-2 inhibitor	UBC9 SUMO inh	pCIP destab	NS3 helicase inh	GalR3 antagonist	CRFBP-R2 block	IMP-1 inhibitor
CCC(Sc1nc2ncccc2[nH]1)C(=O)NCCc1ccccc1 (stereo not given)	2	-3	-3.5	-6	-2	-3	.	-22	-3.9
Cc1onc(C(=O)N2CCC(Cc3ccccc3)CC2)c1[N+](=O)[O-]	-3	1	-1.1	5	-7	30	-3	10	-0.8
Cc1ccc(C(=O)N/C(=C\c2ccco2)C(=O)NCCCn2ccnc2)cc1C	-3	-4	2.6	-6	-13	-8	-8	15	9.7*
CCOc1ncccc1C(=O)OCC(=O)Nc1ccc(C(C)C)cc1	-4	1	-1.1	3	8	2	-3	-4	-2.4
Cc1cccc(N2CCN(C(=O)c3ccccc3SCC(=O)N3CCCC3)CC2)c1C	-16	13	.	.	.	.	-4	9	.
COCCN(C)C(=O)CCc1nnc(Cc2ccc(-c3ccccc3)cc2)o1	7	1	-6.2	-7	-2	3	-7	-2	-3.6
COc1ccc(N2CCN(C(=O)CSc3ccc([N+](=O)[O-])cc3)CC2)cc1	-5	3	-1.8	6	-12	-5	-4	28	-0.7
CCC(=O)N(Cc1ccc2c(c1)OCO2)Cc1cc2cc(OC)ccc2[nH]c1=O	0	7	-2.6	18	-10	3	-3	7	-4.7

Printed as active in IMP-1 inhibitor, among the entries above:
SMILES	IDE act	IDE inh	VIM-2 inhibitor	UBC9 SUMO inh	pCIP destab	NS3 helicase inh	GalR3 antagonist	CRFBP-R2 block	IMP-1 inhibitor
Nc1nc(-c2ccc3c(c2)OCCO3)c(CC(=O)O)s1	-4	.	1.5	18	-5	-7	-8	16	9.9*
Cc1ccc(C(=O)N/C(=C\c2ccco2)C(=O)NCCCn2ccnc2)cc1C	-3	-4	2.6	-6	-13	-8	-8	15	9.7*
